SKKanGAS inh = inhibitors of SKKanGAS S. pyogenes growth in kanamycin (SK-promoter or general growth effect); AID 1662; inhibition, % at 7.5 µM; hit rate 1.3% among 300,000; BacTiter-Glo, 6 h;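 active = mean replicate score, as percent of positive control median, at least 50; inconclusive = mean below 50 but one replicate at or above 50; inactive = mean and every replicate below 50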;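 also: strain carries kanamycin resistance gene driven by streptokinase promoter and grows in 40 µg/ml kanamycin; loss of luminescence reflects streptokinase promoter inhibition or plain growth inhibition; 0% = median of DMSO wells and 100% = positive control at its reference dose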
RGS4 act = potentiators or activators of RGS4; B-score at 10 µM; hit rate 0.92% among 310,000; HEK293 M3R/inducible RGS4, carbachol calcium flux Fluo4; hits give low values;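 active = B-score of the integrated calcium signal more than 4 SD below the library mean, with starting fluorescence not abnormally high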;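 also: negative B-score means reduced calcium response which marks RGS4 activation or potentiation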
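Material: Inducible-RGS4 HEK293 cells carrying M3 receptor; also added: carbachol at ECmax as muscarinic agonist stimulus; incubation: compound preincubation 20 min at room temperature before agonist; signal: Fluo4-AM (2 µM) calcium-flux fluorescence, kinetic read; measure: integrated calcium ratio converted to B score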
HDAC3 inhib = blocks human histone deacetylase 3 | recombinant HDAC3, fluorogenic peptide/trypsin coupled, fluorescence | inhibition, % at 8.3 µM | hit rate 0.15% among 320,000; in the data active = inhibition above about 26%, passing the limit was not always enough; inconclusive = no clear call, values can overlap the other calls
hERG rescue = compounds protecting human hERG from proarrhythmic drug block; CHO-hERG, FluxOR thallium flux, dofetilide IC70 present; Q12809; AID 1511; activation (rescue from dofetilide block), less the hit threshold, % at 10 µM; hit rate 0.51% among 310,000;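 active = activation above the mean of controls blocked by dofetilide plus 5 SD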;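 also: thallium influx through hERG after potassium depolarization seen as dye fluorescence rise; in these data hits start at about 4.7%; inactives centre near -7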
RGS4 block = inhibitors of human RGS4; HEK293 M3R/RGS4 inducible, Fluo-4 calcium flux; hits give high values; triggered by carbachol at its EC20; B-score at 10 µM; hit rate 0.45% among 310,000; P49798;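 active = B-score, a plate-corrected calcium signal, over three deviations above library mean, with baseline fluorescence within five deviations of library mean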;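 also: RGS4 expression induced by doxycycline in cells with stable M3 receptor; B-score is computed from the integrated fluorescence ratio over baseline after carbachol; higher B-score means a larger calcium signal and so more RGS4 inhibition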
KCNK3 block = human KCNK3 channel inhibition, primary screen | O14649 | CHO-KCNK3 thallium flux, FluxOR fluorescence; hits give low values | B-score at 10 µM | hit rate 0.84% among 340,000;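 active = B-score under library mean minus 4 SD, starting fluorescence ratio at most library mean plus 5 SD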;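 also: more negative B-score means stronger inhibition of thallium flux through KCNK3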
TMEM16A act = activates or potentiates the mouse TMEM16A chloride channel | Q8BHY3 | HEK293 TMEM16A/YFP-H148Q/I152L, iodide quench fluorescence; hits give low values | B-score at 10 µM | hit rate 0.3% among 340,000 | AID 623877;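 active = fluorescence-ratio B-score plate-corrected deviation score at least 3 library SD below zero, with starting fluorescence score within 5 deviations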;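 also: channel opened by trigger with iodide after compound preincubation; score built on the fluorescence ratio of max minus min over baseline; more negative score means more quench and so TMEM16A activation or potentiation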
KCNQ1 inh = inhibitors of human KCNQ1 potassium channel; P51787; CHO-K1 KCNQ1, FluxOR thallium flux fluorescence; hits give high values; B-score at 10 µM; hit rate 1.3% among 310,000; AID 2642;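 active = compounds whose thallium flux B-score, printed positive for inhibition, exceeds three library SD while starting fluorescence stays within three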;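 also: channel opened by potassium depolarization with thallium stimulus after 20 min compound exposure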
Target sequence (P51787 whole entry, looked up): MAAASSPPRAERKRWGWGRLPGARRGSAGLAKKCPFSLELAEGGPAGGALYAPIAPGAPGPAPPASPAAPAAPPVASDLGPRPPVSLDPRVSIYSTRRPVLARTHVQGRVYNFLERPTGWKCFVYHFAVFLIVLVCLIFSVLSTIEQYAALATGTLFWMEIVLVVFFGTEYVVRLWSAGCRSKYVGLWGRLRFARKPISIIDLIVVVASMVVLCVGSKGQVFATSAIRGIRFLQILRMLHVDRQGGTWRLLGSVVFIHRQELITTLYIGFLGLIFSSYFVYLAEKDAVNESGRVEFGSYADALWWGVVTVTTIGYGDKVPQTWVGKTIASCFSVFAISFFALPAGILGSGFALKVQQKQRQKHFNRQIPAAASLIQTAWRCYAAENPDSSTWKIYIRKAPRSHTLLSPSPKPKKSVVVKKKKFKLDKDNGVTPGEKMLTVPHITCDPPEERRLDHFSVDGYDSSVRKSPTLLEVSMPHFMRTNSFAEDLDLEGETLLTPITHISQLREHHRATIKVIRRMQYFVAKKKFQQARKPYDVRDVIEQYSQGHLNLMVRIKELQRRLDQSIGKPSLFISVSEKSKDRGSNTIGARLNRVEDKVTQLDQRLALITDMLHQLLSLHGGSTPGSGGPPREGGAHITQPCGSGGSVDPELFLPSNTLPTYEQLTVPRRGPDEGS
ANO1 block = mouse TMEM16A channel inhibition, primary screen | Q8BHY3 | HEK293 TMEM16A/YFP iodide influx fluorescence, ionomycin | normalized B-score (activity score, 25-100; higher = stronger inhibition) at 10 µM | hit rate 1.2% among 310,000;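 active = ratio plate-corrected score three or more library SD toward inhibition, starting fluorescence score within five deviations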;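 also: score derived from kinetic fluorescence span divided by baseline fluorescence per well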
KCNK9 inh = inhibitors of human KCNK9 two-pore domain potassium channel; Q9NPC2; HEK293 KCNK9, FluxOR thallium flux fluorescence; hits give low values; B-score at 10 µM; hit rate 1.2% among 310,000;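 active = ratio B-score over 3 SD below the library mean, with starting fluorescence within 5 SD of its mean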;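 also: negative B-score means less thallium flux so channel inhibition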
Target sequence (Q9NPC2 whole entry, looked up, the tested form may be a part): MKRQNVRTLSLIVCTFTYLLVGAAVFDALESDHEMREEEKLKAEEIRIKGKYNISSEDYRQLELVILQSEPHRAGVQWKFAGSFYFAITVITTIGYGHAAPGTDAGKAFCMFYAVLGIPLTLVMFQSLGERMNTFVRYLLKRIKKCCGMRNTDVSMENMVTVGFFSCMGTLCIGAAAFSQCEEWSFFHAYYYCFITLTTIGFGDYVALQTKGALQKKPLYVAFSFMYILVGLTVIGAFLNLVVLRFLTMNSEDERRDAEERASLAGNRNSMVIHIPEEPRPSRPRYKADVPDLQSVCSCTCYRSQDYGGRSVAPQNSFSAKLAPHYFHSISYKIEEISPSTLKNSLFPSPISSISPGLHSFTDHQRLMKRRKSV
KCNQ1 act = potentiators or activators of human KCNQ1 potassium channel; B-score at 10 µM; CHO-K1 KCNQ1, thallium flux FluxOR fluorescence; hits give high values; P51787; hit rate 0.35% among 310,000;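 active = fluorescence ratio B-score, a plate-corrected score, at least three library SD, with initial intensity B-score within 5 SD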
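Medium – assay buffer, equal DMSO in all wells · Material – CHO-K1 cell line with stable KCNQ1 potassium channel expression · Signal – kinetic FluxOR thallium fluorescence, 10-s 1-Hz baseline, 110-s post-stimulus read · Compound – single concentration per compound, DMSO matched to controls · Schedule – 37 °C overnight plating, 90-min dark dye load, 20-min compound pretreatment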
* = called active by the depositor; i = inactive; ? = inconclusive; . = no result given.

SMILES	SKKanGAS inh	RGS4 act	HDAC3 inhib	hERG rescue	RGS4 block	KCNK3 block	TMEM16A act	KCNQ1 inh	ANO1 block	KCNK9 inh	KCNQ1 act
COc1cccc(N(CC(=O)NCCSc2ccc(Cl)cc2)S(C)(=O)=O)c1	-11	i	19	-15	i	i	i	i	i	i	i
CCc1ccc(C2c3[nH]c4ccccc4c3CCN2C(=O)CNC(N)=O)cc1 (stereo not drawn)	16	i	3	-2	i	i	i	i	i	i	i
CS(=O)(=O)Nc1ccccc1C(=O)O	-6	i	-16	-11	i	i	i	i	i	i	i
COc1ccc(-c2noc(N3CCC(C(=O)NCCCN4CCCC(C)C4)CC3)n2)cc1 (stereo not drawn)	-1	i	.	-13	i	i	i	i	i	i	i
COc1ccccc1OC(C)C(=O)Nc1ccc(S(=O)(=O)N2CCN(C)CC2)cc1 (stereo not drawn)	0	i	-5	-6	i	i	i	i	i	i	i
CCN(CC)C(=O)Oc1ccc2ccccc2c1Cl	3	i	3	-8	i	i	i	i	i	i	i
CC1=C(C)CC(C(=O)NCC(=O)c2ccccc2)C(C(=O)O)C1 (stereo not drawn)	-12	i	-1	-3	i	i	i	i	i	i	i
O=C(NCc1ccccc1Cl)C(=O)NCC1OCCCN1S(=O)(=O)c1cccs1 (stereo not drawn)	20	i	0	-15	i	i	i	i	i	i	i
C=CCn1c(O)c(N=NC(=S)Nc2ccccc2F)c2cc(S(=O)(=O)N3CCOCC3)ccc21	18	i	5	5.9*	i	i	i	i	i	i	10*
CCOC(=O)C1(Cc2ccccc2)CCCN(C(=O)C=C(C)C)C1 (stereo not drawn)	4	i	3	-5	i	i	i	i	i	i	i
N#CCCn1cc(/C=C/C(=O)O)c(-c2ccc(F)cc2)n1	-1	i	-3	-5	i	i	i	i	i	i	i
CCN1CCN(c2cc(=O)n(-c3cc(Cl)ccc3C)c(=O)[nH]2)CC1	1	i	-2	-5	i	i	i	i	i	i	i
COc1ccc(-c2n(CC(=O)OC3CC(C)CCC3C(C)C)c3ccccc3[n+]2C)cc1 (stereo not drawn)	18	-7.3*	.	-31	i	i	-6.1*	11*	.	-17*	i
CC(C)c1ccc(NS(=O)(=O)c2ccc(-n3cccn3)cc2)cc1	-1	i	5	-4	i	i	i	i	i	i	i
COC(=O)C1=C(C(=O)OC)[C@@H]2N(C)c3ccc(OC)cc3[C@@]23C[C@@H](C(=O)OC)N(S(=O)(=O)c2ccc(OC)cc2)C3=N1	14	i	-3	-2	i	i	i	i	i	i	i
CCOc1nc(Nc2ccc(Cl)cc2)nc(OCC)n1	-12	i	11	-2	i	i	i	i	i	i	i
O=C(C1CCCO1)N1CCN(S(=O)(=O)c2ccc(Cl)cc2)CC1 (stereo not drawn)	2	i	3	-4	i	i	i	i	i	i	i
Cc1ccc(Cl)cc1N(CC(=O)N1CCOCC1)S(C)(=O)=O	-1	i	1	-3	i	i	i	i	i	i	i
CC(C)(CO)NS(=O)(=O)c1ccc2c(c1)C(=NO)c1cc(S(=O)(=O)NC(C)(C)CO)ccc1-2	1	i	-11	2	11*	i	i	i	i	i	i
CC(=O)c1c(C)[nH]c(C(=O)NCCC2=CCCCC2)c1C	21	i	0	-11	i	i	i	i	i	i	i
COc1ccc(NC(=O)CCc2nnc3ccc(NCc4ccco4)nn23)cc1OC	-2	i	-5	-11	i	i	i	i	i	i	i
COc1ccccc1C(=O)Nc1ccnn1C1CCN(Cc2cnn(C)c2)CC1	-11	i	0	-6	i	i	i	i	i	i	i
COc1ccc(N(C(C)C(=O)NN=C2CCCC2)S(C)(=O)=O)cc1 (stereo not drawn)	-8	i	-7	-8	i	i	i	i	i	i	i
O=C(NCc1ccc(C(F)(F)F)cc1)c1ccc2c(c1)S(=O)(=O)c1ccccc1C2=O	51*	i	-2	-7	i	i	i	i	i	i	i
Cc1ccc(NC(=O)c2cn(-c3cccc(C)n3)cn2)cc1	-1	i	-7	-5	i	i	i	i	i	i	i
O=C(c1ccc2c(c1)N(Cc1ccc(F)cc1)C(=O)c1ccccc1S2(=O)=O)N1CCN(c2ccccn2)CC1	10	i	1	-13	i	i	-4.7*	i	i	i	i
C=CCNc1ncnc2c1[nH]c1ccc(C)cc12	3	i	-31	-17	i	i	i	i	i	i	i
COc1cc(CNCc2ccccc2C(F)(F)F)cc(OC)c1	6	i	2	-8	i	i	i	i	i	i	i
CCCCN(CC)c1nc(N)c(C#N)c(CC#N)c1C#N	18	i	2	-7	i	i	i	i	i	-11*	i
COc1ccc(-n2c(COc3ccccc3)nnc2SCC(N)=O)cc1	1	i	3	-14	i	i	i	i	i	i	i
Cn1c(SCC(=O)c2cc(Cl)c(Cl)s2)nnc1-c1ccco1	0	i	9	-6	i	i	i	i	i	i	i
Nc1c(C(=O)NCc2ccc3c(c2)OCO3)nnn1Cc1ccc(Br)cc1	2	i	-3	-9	i	i	i	i	i	i	i
Cc1ccc(S(=O)(=O)Cn2nnnc2CN2CCCC3(CCCCC3)C2)cc1	7	i	1	-12	i	i	i	i	i	i	i
O=C(N/C(=C\c1cccc(Br)c1)C(=O)N1CCCCC1)c1ccco1	0	i	10	-4	i	i	i	i	i	i	i
O=C(O)CC(CNC(=O)C1CCCN1C(=O)OCc1ccccc1)c1ccccc1 (stereo not drawn)	-2	i	-1	-8	i	i	i	i	i	i	i
N#C/C(=C\c1cccnc1)C(=O)NC1CCCCC1	16	i	.	-8	i	i	i	i	i	i	i
COc1ccc(C2CC(c3cccs3)=NN2C(=O)CSc2nc(=O)n3ccc(C)cc3n2)cc1 (stereo not drawn)	15	i	-1	-12	i	i	i	i	i	i	i
O=C(COC(=O)Cn1c(C(F)(F)F)nc2ccccc21)Nc1ccc2c(c1)OCCO2	2	i	?	-10	i	i	i	i	i	i	i
CCCC(=O)N1CCN(c2ccc(NC(=O)c3cccs3)cc2)CC1	13	i	-8	-9	i	i	i	i	i	i	i
O=C(CCC(=O)N1CCOc2ccc(Cl)cc21)NCCN1CCOCC1	-6	i	.	-7	i	i	i	i	i	i	i
CCc1cc(=O)oc2cc(OC(=O)c3ccco3)ccc12	-1	i	13	-5	i	i	i	i	i	i	i
COc1ccc(NC(=O)CCS(=O)(=O)c2cccc3nonc23)cc1	2	i	-5	-10	i	i	i	i	i	i	i
O=C(Nc1cccnc1)c1cccc(NC(=O)c2ccco2)c1	-13	i	8	-9	i	i	i	i	i	i	i
O=c1[nH]c2ccc(S(=O)(=O)Nc3ccc(Cl)cc3)cc2o1	2	i	2	-5	i	i	i	i	i	i	i
O=C(CCNC(=O)c1ccc(Br)o1)NCc1ccccc1Cl	2	i	-2	-5	i	i	i	i	i	i	i
Cc1ccc2nc(N(CCCN(C)C)C(=O)CCc3ccccc3)sc2c1	3	i	-1	-22	i	i	i	i	i	i	i
Cn1cccc1CC(=O)N/N=C\c1ccccc1	-4	i	4	-4	i	i	i	i	i	i	i
CCC(C)C(=O)Nc1nc(-c2ccc3c(c2)NC(=O)CO3)cs1 (stereo not drawn)	-22	i	7	-20	i	i	i	i	i	i	i
CCn1c(=O)c(C(=O)CN2CCCc3ccccc32)c(N)n(Cc2ccccc2)c1=O	28	i	-1	-12	i	i	i	i	i	i	i
Clc1ccc2c(N/N=C/c3ccc(Br)cc3)ccnc2c1	113*	i	0	-10	i	i	i	i	i	i	i
COC(=O)C(C(=O)Nc1ccc(OC)cc1)C1CCCCCC1 (stereo not drawn)	1	i	3	-2	i	i	i	i	i	i	i
O=C(O)c1[nH]c2ccc([N+](=O)[O-])cc2c1-c1ccccc1	-13	i	.	-8	i	i	i	i	i	i	i
COc1ccc(CN(C(=O)Cn2nnc(-c3ccc(C)o3)n2)C(C(=O)NCC2CCCO2)c2ccco2)cc1 (stereo not drawn)	-8	i	0	-9	i	i	i	i	i	i	i
CCOC(=O)c1nn(-c2ccc(Cl)cc2)cc1O	-7	i	-5	-13	i	i	i	i	i	i	i
c1ccc(OCc2nn3c(-c4ccncc4)nnc3s2)cc1	-2	i	-8	-11	i	i	i	i	i	i	i
COc1ccccc1C(=O)NNC(=O)C1CCN(C(=O)OC(C)(C)C)CC1	3	i	4	-10	i	i	i	i	i	i	i
COc1ccc(CC(=O)NCc2nnc(SCC(=O)Nc3ccccc3)n2C)cc1	-7	i	0	-4	i	i	i	i	i	i	i
O=c1nc(N2CCCCC2)nc2n1CCO2	0	i	1	1	i	i	i	i	i	i	i
CCCNC(=O)c1onc(CSc2ccccn2)c1C(=O)NCCC	5	i	-2	-2	i	i	i	i	i	i	i
CCCc1cc(=O)n2[nH]cc(-c3ccc(Cl)cc3)c2n1	85*	i	-2	3	i	i	i	i	100*	i	10*

Remaining list, next part
SMILES	SKKanGAS inh	RGS4 act	HDAC3 inhib	hERG rescue	RGS4 block	KCNK3 block	TMEM16A act	KCNQ1 inh	ANO1 block	KCNK9 inh	KCNQ1 act
Cc1ccc(CNC(=O)CC2C(=O)Nc3c2c(=O)n(C)c(=O)n3Cc2ccccc2)cc1 (stereo not drawn)	-12	i	-3	-7	i	i	i	i	i	i	i
COc1ccccc1C1NC(=O)NC(C)=C1C(=O)Nc1cccc(C)c1C (stereo not drawn)	-4	i	-2	-13	i	i	i	i	i	i	i
COC(=O)c1ccc(COc2ccc(/C=C(\C#N)c3nc4ccccc4[nH]3)cc2OC)o1	29	i	-1	-8	i	i	i	i	i	-8.4*	i
COc1ccc2[nH]c(=O)c(CN(C(=O)c3ccco3)C(C)C)cc2c1	-1	i	4	-11	i	i	i	i	i	i	i
O=C(c1ccco1)N1CCN(C(c2cccs2)c2nnnn2C2CCCCC2)CC1 (stereo not drawn)	-4	-7.6*	-4	-10	i	i	i	i	i	i	i
CCN1CCN(C(=O)c2ccc(OC)c(S(=O)(=O)Nc3ccc(C)cc3)c2)CC1	-4	i	-2	-10	i	i	i	i	i	i	i
Cc1csc(=Nc2cccnc2)n1Cc1ccco1	-2	i	10	-3	i	i	i	i	i	i	i
COc1c(/C=N/Nc2ccc([N+](=O)[O-])cc2[N+](=O)[O-])c(C)nn1-c1ccccc1	-3	i	-3	-1	i	i	i	i	i	i	i

Compound activity: PubChem BioAssay, several laboratories
